MOR-DOR inv ag = inverse agonist of human OPRM1-OPRD1 heterodimerization; inhibition, % at 9.3 µM; cell-based MOR-DOR heterodimer luminescence, inverse agonism; actives 0.21% (n = 340,000); P35372+P41143; in the data active means inhibition above about 22%, passing the limit was not always enough;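 further: 0% = cells with DMSO and 100% = wells without cells with DMSO; values of inactives mirror those of a sister screen read the other way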
Target sequence (P35372 whole entry, looked up): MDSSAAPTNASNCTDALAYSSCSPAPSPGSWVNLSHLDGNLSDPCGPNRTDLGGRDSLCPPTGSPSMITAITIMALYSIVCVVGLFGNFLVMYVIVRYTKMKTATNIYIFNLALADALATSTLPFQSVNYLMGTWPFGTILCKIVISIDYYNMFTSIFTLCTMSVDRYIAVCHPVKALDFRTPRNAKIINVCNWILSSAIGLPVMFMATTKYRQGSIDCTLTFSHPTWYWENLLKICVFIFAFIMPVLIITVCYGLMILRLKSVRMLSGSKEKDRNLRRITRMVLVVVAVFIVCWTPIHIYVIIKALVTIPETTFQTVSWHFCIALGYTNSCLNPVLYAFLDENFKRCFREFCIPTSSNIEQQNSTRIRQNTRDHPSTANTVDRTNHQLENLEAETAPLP
Target sequence (P41143 whole entry, looked up): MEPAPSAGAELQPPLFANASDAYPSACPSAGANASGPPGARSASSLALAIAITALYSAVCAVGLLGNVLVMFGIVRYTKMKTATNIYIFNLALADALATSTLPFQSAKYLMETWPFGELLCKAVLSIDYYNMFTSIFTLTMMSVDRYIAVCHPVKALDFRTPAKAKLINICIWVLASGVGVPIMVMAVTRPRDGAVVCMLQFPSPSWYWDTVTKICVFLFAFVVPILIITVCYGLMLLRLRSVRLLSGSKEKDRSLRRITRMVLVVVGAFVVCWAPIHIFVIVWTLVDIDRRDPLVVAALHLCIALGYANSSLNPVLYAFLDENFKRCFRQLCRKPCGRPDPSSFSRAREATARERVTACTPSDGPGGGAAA
Mot1-301 SUMO = blocks SUMOylation pathway, rescuing yeast Mot1-301 growth. actives 1% (n = 320,000). AID 2716. S. cerevisiae Mot1-301 growth rescue, ATP luminescence, 38.5C; percent above DMSO median, 100 means doubled. growth rescue, % at 18.8 µM;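 active means every valid replicate shows activation above 250% relative to neutral control wells; inactive means the rest, any valid replicate at or below 250%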;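 further: OY570 slx delta 5 strain wells were the positive control but not used for scaling; some compounds called inactive have numbers as strong as hits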
E coli growth = counter-screen for AddAB inhibitors: E. coli growth inhibition; actives 0.27% (n = 330,000); inhibition, % at 11.9 µM; E. coli V3065 growth, OD600 absorbance, 18 h; AID 449728;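 active means inhibition above the campaign's mean inhibition across all tested compounds plus 3 SD, cut at about 9.9% in these data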;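 further: uninfected addAB+ strain grown without phage in ampicillin broth; 0% = DMSO wells and 100% = ciprofloxacin 0.95 µg/ml wells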
PKA-R1A act = activates the PKA-R1A holoenzyme complex. PKA-R1A dissociation, Cy5-IP20 fluorescence polarization; scaled: DMSO 0%, 113 µM cGMP 100%. activation, % at 11.4 µM. actives 0.083% (n = 340,000). AID 504707;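 active means percent activation above the mean of all tested compounds plus 3 SD, cut at about 19% in these data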;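 further: higher means more PKAc released from R1A so a rise in polarization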
Tat export inh = inhibitors of E. coli Tat protein transport; actives 0.036% (n = 340,000); E. coli MC4100 TorA-mCherry Tat export, fluorescence; inhibition, % at 10 µM;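 active means mean replicate inhibition at least 50% and at least half of replicates individually reaching 50%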;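 further: exported cargo escapes ClpAP degradation while cytoplasmic cargo is degraded and loses fluorescence; 0% = median of neutral control wells and 100% = median of NaSCN control wells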
phage Ecoli inh = E. coli growth loss with phage present | growth absorbance | AID 651602 | actives 0.26% (n = 360,000) | inhibition, % at 11.9 µM; in the data active means inhibition above about 11%
AddAB inh = less growth of phage-infected E. coli with AddAB; E. coli expressing H. pylori AddAB, absorbance growth; inhibition, % at 11.9 µM; actives 0.29% (n = 330,000); AID 435030; in the data active means inhibition above about 12%;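 further: 0% = vehicle wells of infected cells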
PfHsp90 set2 = inhibits growth of yeast expressing Plasmodium falciparum Hsp90 | AID 504621 | actives 0.32% (n = 310,000) | inhibition, % at 9.4 µM | S. cerevisiae expressing PfHsp90, BacTiter-Glo ATP, 48 h; yeast lacking PDR1 and PDR3 efflux regulators;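 active means every replicate shows inhibition above about 80%, whatever the replicate mean, limit read from the data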;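 further: 0% = DMSO neutral controls and 100% = 20 µM radicicol positive controls; yeast relying on Plasmodium falciparum Hsp90 in place of its own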
HTR5A inv ctr = counter-screen for OPRM1-OPRD1 inverse agonists: human HTR5A inverse agonism | actives 0.083% (n = 340,000) | HTR5A cell line, luminescence | P47898 | inhibition, % at 9.3 µM | AID 504634; in the data active means inhibition mostly above about 23%, no sharp cut-off; inactive means mostly below about 18%;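 further: 0% = cells with DMSO and 100% = no-cell wells with DMSO; some compounds called inactive have numbers as strong as hits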
PKA-R2B act = activates the human PKA-R2B holoenzyme complex. P22694+P31323. PKA-R2B holoenzyme dissociation, Cy5-IP20 fluorescence polarization; R2B truncated from residue 108, S112A mutant; 0% DMSO only, 100% 113 µM cGMP. activation, % at 11.4 µM. actives 0.079% (n = 340,000);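 active means activation above a cutoff set at the mean over all compounds plus 3 SD, cut at about 18% in these data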;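 further: higher means more holoenzyme dissociation and a rise in polarization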
MOR-DOR ag = OPRM1-OPRD1 heterodimerization agonism | P35372+P41143 | cells, luminescence | activation, % at 9.3 µM | actives 0.3% (n = 340,000) | AID 504326; in the data active means activation above about 18%;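 further: 0% = vehicle-treated cells and 100% = reference agonist; values of inactives mirror those of a sister screen read the other way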
* hit, by the source's call; / = not tested or not shown.

SMILES	MOR-DOR inv ag	Mot1-301 SUMO	E coli growth	PKA-R1A act	Tat export inh	phage Ecoli inh	AddAB inh	PfHsp90 set2	HTR5A inv ctr	PKA-R2B act	MOR-DOR ag
CCOC(=O)CCC(NC(=O)CC(=O)NC(CCC(=O)OCC)C(=O)OCC)C(=O)OCC (stereo not drawn)	13	-4	-0.1	-9	-1	2.1	1.1	-13	0	-11	-2.7
Cc1ccc2c(CN(C)Cc3ccc(Cl)cc3)cc(=O)oc2c1	-4	99	-0.2	3	-6	1.4	2.9	8	6	-8	0.6
CCOC(=O)c1cc(C(=O)OCC)c2ccccn2c1=O	6	-7	0.9	-1	2	3.2	3.3	/	10	3	-1.2
Nc1cc(=O)[nH]c(SCC(=O)N2CCc3ccccc3C2)n1	18	-5	-1.6	-12	1	3.3	-3.0	-14	3	-5	-3.3
CCc1cc(CNC(=O)CC2C(=O)NCCN2Cc2c(F)cccc2Cl)on1 (stereo not drawn)	10	2	-0.8	-3	2	4.9	1.3	-8	-16	10	-2.2
CS(=O)(=O)N(CC(=O)NCc1ccncc1)c1cc(Cl)ccc1Cl	-6	-2	1.3	-2	-4	3.5	2.3	15	5	10	1.0
Clc1ccc(CN2CCN(c3ncccn3)CC2)cc1Cl	-25	118	1.1	3	1	-0.2	3.4	-29	-5	2	5.1
CCC(=O)Nc1ccc(-c2ccc(N3CCCCC3)nn2)cc1	5	-10	1.4	-1	-1	2.3	2.4	-12	-7	8	-0.9
COC(=O)N[C@@H]1C[C@H]2[C@@H]3CC[C@H]4C[C@@H](OC)CC[C@]4(C)[C@H]3CC[C@@]12C	-21	11	-1.4	-10	19	2.5	1.6	-22	-5	1	3.8
Clc1ccc(-c2nnc(-c3ccccc3)nc2N2CCSCC2)cc1	-1	-4	-1.1	-6	0	1.5	3.0	/	-5	7	0.2
NCCC(=O)NCCc1cnc[nH]1	14	0	0.9	-4	-7	1.9	-0.8	-4	23	-5	-2.6
COc1ccc(S(=O)(=O)NC(C(=O)OCC(=O)Nc2ccc(N3CCOCC3)cc2)C(C)C)cc1 (stereo not drawn)	-2	/	/	1	1	0.1	/	9	-39	0	0.5
CC(C)C(OC(=O)c1cccc(S(=O)(=O)NCC(F)(F)F)c1)C(=O)NC(N)=O (stereo not drawn)	10	-3	0.4	-12	22	3.8	3.7	23	-4	-3	-2.0
O=C(Cn1cnc2c(OCc3ccccc3)ncnc21)N[C@H](CO)Cc1cc2ccccc2[nH]1	/	-16	-3.4	5	-5	3.4	-0.2	4	/	4	/
COc1ccc(C2C(C(C)=O)=C(O)C(=O)N2c2nccs2)cc1 (stereo not drawn)	15	-11	-1.1	-3	-4	1.2	2.9	8	-4	-9	-2.9
c1ccc(N2CCN(c3nc4cc5c(cc4s3)OCCO5)CC2)cc1	-22	-10	-2.9	4	-11	3.8	-0.4	/	0	12	3.8
O=C(NC1CC1)c1cc(Cl)ccc1[N+](=O)[O-]	8	61	1.2	-2	-5	0.9	0.7	/	17	3	-1.6
O=C(CSc1nc2cc3c(cc2c(=O)n1CCC1=CCCCC1)OCO3)NCc1ccco1	13	56	-1.3	-2	2	1.7	6.8	-27	-2	4	-2.6
O=C(NCCn1c(C(F)(F)F)nc2cc(C(F)(F)F)ccc21)[C@H]1CCCN1c1nc(CN2CCCCC2)cs1	/	-30	-3.6	-14	-7	/	-0.3	14	/	-4	/
OCC1(CCOc2ccccc2)CCN(CC2=Cc3cc(Cl)ccc3OC2)CC1	-22	-22	0.4	6	2	3.3	2.2	14	4	-9	4.4
COc1cccc(-c2nc(-c3ccccc3)[nH]c(=O)c2C#N)c1	1	-16	-1.4	0	0	2.9	2.5	5	-31	-3	-0.2
O=[N+]([O-])c1cc2c(c(CSc3nnnn3-c3ccc(O)cc3)c1)OCOC2	0	7	-0.4	4	1	3.7	3.4	-30	-12	2	-0.1
CN(C(=O)COC(=O)c1cc2ccccc2cc1O)c1c(N)n(Cc2ccccc2)c(=O)[nH]c1=O	-26	427*	0.4	-1	-4	-1.4	0.5	-17	4	2	3.9
CC1C/C(=N/NC(=O)c2cccs2)CC(C)(C)C1 (stereo not drawn)	10	/	-1.4	-6	-6	2.6	0.0	/	-2	2	-2.0
CC(C)(C)C(=O)CC1(O)C(=O)N(Cc2ccc(Cl)cc2)c2ccccc21 (stereo not drawn)	2	-9	-1.7	4	2	3.1	3.9	6	-13	-5	-0.4
Cc1ccc(-c2csc3ncnc(-n4nc(C)cc4N)c23)cc1	6	-3	2.4	-5	5	-0.8	1.4	2	4	9	-1.0
CCOC(=O)C1CCN(C(=O)c2ccccc2NC(C)=O)CC1	10	-15	-0.7	1	1	1.5	0.0	-7	-16	-7	-1.8
C/C(=N/NC(=O)CN1CCN(Cc2ccccc2)CC1)c1ccc([N+](=O)[O-])cc1	-3	11	-0.2	-5	7	2.4	1.1	0	-9	-7	0.6
Cc1c(C(=O)OC(C)C)nnn1-c1nonc1N	7	-13	-1.6	-1	5	0.9	0.0	67	3	-1	-1.3
CCOC(=O)n1cnc2nc(N)nc(SC)c21	12	/	/	8	-5	2.2	/	-11	3	-2	-2.4
CSc1ccc(CN(C)C(=O)CNC(=O)CNS(=O)(=O)c2ccc(C)c(C)c2)cc1	10	10	-0.6	10	0	0.3	1.2	-2	-3	-2	-1.9
Fc1ccc2cnc(C3=CCCCC3)cc2c1	-20	174	-1.2	5	7	0.9	2.7	-13	-14	-3	3.6
COc1ccc(OCCOC(=O)C(C)NS(=O)(=O)c2ccc(NC(C)=O)cc2)cc1 (stereo not drawn)	9	87	1.4	-9	-3	1.4	0.4	-17	-4	2	-2.1
COc1ccc(C(=O)Nc2cc3c(oc2=O)CCCC3=O)cc1	7	-4	-2.8	-5	2	4.2	0.7	-9	3	2	-1.3
CC(C)C(=O)N1CCN(c2ccccc2NC(=O)c2cccc3ccccc23)CC1	5	-10	0.8	7	-12	3.2	3.2	-14	-2	-2	-1.0
CCOc1ccc(N2CC(C(=O)Nc3ccc(OC)c(S(=O)(=O)N4CCCCC4)c3)CC2=O)cc1 (stereo not drawn)	-5	-25	-1.2	1	-3	0.8	4.5	/	10	-9	0.9
NC(=O)N/N=C/c1ccccc1OCC(=O)NCc1ccccc1	-2	1	1.9	-5	-3	0.9	0.6	-5	-15	-7	0.4
COC(=O)c1c(C)[nH]c(C(C)=O)c1C	10	15	1.2	-11	-4	0.2	3.2	-12	6	-5	-2.3
CCOCCCn1c(=S)[nH]c2cc(C(=O)N3CCN(c4ccccc4)CC3)ccc2c1=O	1	7	-0.8	-6	6	0.5	-0.4	-8	20	-4	-0.2
COc1cccc(OC)c1C(=O)Oc1ccc2c(c1)O/C(=C\c1ccncc1)C2=O	-16	12	-0.7	-4	-8	3.2	1.6	-8	1	-11	3.5
CCc1[nH]nc2c1C(c1ccc(Br)s1)C(C#N)=C(N)O2 (stereo not drawn)	7	7	-0.6	-13	3	3.8	1.4	13	0	0	-1.2
COc1ccccc1NC(=O)c1ccc(S(=O)(=O)N2CCCC2)cc1	1	-7	0.9	5	-14	1.6	0.4	-3	-24	10	-0.2
Cc1ccccc1NCN1C(=O)C2CCC(C)(C1=O)C2(C)C (stereo not drawn)	-16	-6	0.5	8	1	1.4	2.2	24	-2	-1	3.0
CCN1CCN(c2cc(C)c3cc(NC(=S)N4CCN(c5ccc(F)cc5)CC4)ccc3n2)CC1	5	383	-0.1	-3	3	2.2	2.4	-14	-8	3	-1.0
Cc1ccc(S(=O)(=O)N2CCN(CCOc3ccccc3)CC2)cc1	0	/	/	2	8	0.8	/	/	16	-13	0.1
CC(=O)Nc1cc2nc(C)n(Cc3ccccc3)c2nc1C	8	371	1.6	-1	8	-1.0	0.9	5	-1	5	-1.8
Cc1ccc(Sc2ccc(C(=O)N3CCOCC3)cc2[N+](=O)[O-])cc1	4	3	1.5	1	5	2.7	-0.9	16	-13	-3	-0.6
Cc1cc(C(=O)COc2ccccc2C(N)=O)c(C)n1CC1CCCO1 (stereo not drawn)	14	-3	-1.5	3	13	2.4	-0.2	-4	2	-2	-3.0
CCCOc1ccc(-c2nc(N)n[nH]2)cc1	13	-11	-0.6	7	-2	0.8	3.4	-14	8	-1	-2.5
O=C(NCCOc1ccccc1)C1CCCCC1	-8	7	1.2	6	2	1.1	1.5	/	15	-2	1.7

An excerpt from above in order of length of the SMILES, low to high:
SMILES	MOR-DOR inv ag	Mot1-301 SUMO	E coli growth	PKA-R1A act	Tat export inh	phage Ecoli inh	AddAB inh	PfHsp90 set2	HTR5A inv ctr	PKA-R2B act	MOR-DOR ag
O=C(NCCOc1ccccc1)C1CCCCC1	-8	7	1.2	6	2	1.1	1.5	/	15	-2	1.7
CCCOc1ccc(-c2nc(N)n[nH]2)cc1	13	-11	-0.6	7	-2	0.8	3.4	-14	8	-1	-2.5
CC(=O)Nc1cc2nc(C)n(Cc3ccccc3)c2nc1C	8	371	1.6	-1	8	-1.0	0.9	5	-1	5	-1.8
Cc1ccccc1NCN1C(=O)C2CCC(C)(C1=O)C2(C)C (stereo not drawn)	-16	-6	0.5	8	1	1.4	2.2	24	-2	-1	3.0
CCc1[nH]nc2c1C(c1ccc(Br)s1)C(C#N)=C(N)O2 (stereo not drawn)	7	7	-0.6	-13	3	3.8	1.4	13	0	0	-1.2
Cc1ccc(S(=O)(=O)N2CCN(CCOc3ccccc3)CC2)cc1	0	/	/	2	8	0.8	/	/	16	-13	0.1
COc1ccccc1NC(=O)c1ccc(S(=O)(=O)N2CCCC2)cc1	1	-7	0.9	5	-14	1.6	0.4	-3	-24	10	-0.2
CCOCCCn1c(=S)[nH]c2cc(C(=O)N3CCN(c4ccccc4)CC3)ccc2c1=O	1	7	-0.8	-6	6	0.5	-0.4	-8	20	-4	-0.2
CCN1CCN(c2cc(C)c3cc(NC(=S)N4CCN(c5ccc(F)cc5)CC4)ccc3n2)CC1	5	383	-0.1	-3	3	2.2	2.4	-14	-8	3	-1.0

Carrying on:
SMILES	MOR-DOR inv ag	Mot1-301 SUMO	E coli growth	PKA-R1A act	Tat export inh	phage Ecoli inh	AddAB inh	PfHsp90 set2	HTR5A inv ctr	PKA-R2B act	MOR-DOR ag
CCN(C[C@H]1N[C@@](CC)(C(=O)OC)[C@H]2C(=O)N(C)C(=O)[C@@H]12)C(=O)c1ccc(F)cc1	2	/	-0.5	-13	-10	1.4	1.9	37	-6	-1	-0.5
COc1ccc(CCNc2ncnc3c2c(C)c(C)n3CCO)cc1OC	0	-16	0.7	-8	-2	2.0	-0.1	-8	-10	-5	-0.1
COc1ccc(Nc2nc(NCCO)nc(N3CCCC3)n2)cc1	7	7	0.4	12	-4	2.0	2.1	22	-13	0	-1.3
CCOCCn1c(N2CCN(c3ccccc3)CC2)nc2c1c(=O)[nH]c(=O)n2C	11	6	0.8	0	-5	6.4	3.6	-7	3	-2	-1.9
CCOC(=O)c1c(CN2CCN(C)CC2)oc2ccc(OC)cc12	-11	-11	0.1	18	5	1.2	-0.5	-8	-20	-2	2.0

From PubChem BioAssay
